GSIS activator – primary screen for activators of insulin secretion dependent on glucose, INS-1E cells, GLuc reporter luminescence. INS-1E GLuc reporter insulin secretion, 2-3 h. activation, % at 16.6 µM. 0.61% of 370,000 active. AID 743287;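 active means lowest replicate activation of at least 40%, so every replicate reaches that level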;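 further: 0% = median of neutral control wells and 100% = median of IBMX positive control wells; some compounds called inactive have numbers as strong as hits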
FN deposit inh – fibronectin deposition inhibition | AH1F fibroblasts, Alexa488-fibronectin deposition fluorescence, overnight | inhibition, % at 12.6 µM | 0.086% of 350,000 active;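 active means mean inhibition across replicates of 30% or more, regardless of how many single replicates reach that level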;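 further: positive control wells lacked labelled fibronectin entirely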
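material = AH1F fibroblast monolayer depositing Alexa488-labelled fibronectin into matrix | amount = 10000 AH1F cells/well | buffer or medium = DMEM plus 2% serum, read in PBS | incubation = 1 h cell adhesion before compound, then overnight fibronectin incubation | detection = fluorescence at 485 nm excitation, 525 nm emission | evaluation = percent inhibition as loss of matrix-bound fibronectin fluorescence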
F508del corr – correctors of CFTR F508del function in bronchial epithelial cells. CFBE cells, YFP halide quenching; stimulated with forskolin plus potentiator P3; % fluorescence drop versus neutral controls. activity (quench increase), % at 7.58 µM. 0.36% of 350,000 active. AID 720511;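 active means mean added fluorescence quench of at least 8% versus neutral control, with both replicates also reaching 8%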;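 further: cells transiently co-express mutant CFTR-F508del with the halide-sensitive YFP; corrector assay measuring rescue of mutant channel to the surface after 24 h compound exposure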
* hit, by the source's call. These rows are one share of the data; count on the stated rates, not on these rows.

Second line of a record – F508del corr | FN deposit inh | GSIS activator
CC(C)(C)NC(=O)C(=O)NNC(=O)c1ccco1
  0.1 | -4 | -21
CCOc1cccc2sc(N(CCCN(C)C)C(=O)c3ccc(S(=O)(=O)N(C)c4ccccc4)cc3)nc12
  3.7 | 7 | -25
NS(=O)(=O)c1ccc(CCNC(=O)C2CCN(S(=O)(=O)c3ccc(Br)s3)CC2)cc1
  1.4 | 6 | -3
O=C(Cn1c(=O)c2sccc2n(Cc2cccc([N+](=O)[O-])c2)c1=O)NCCc1ccccc1
  -0.3 | -3 | -16
CCN(CC)CCN(C)C(c1ccnc2ccccc12)c1nnnn1-c1ccc2c(c1)OCCO2 (centres undefined)
  2.8 | 7 | -3
O=S1(=O)CCN(Cc2cccc(C(F)(F)F)c2)CC1
  2.1 | -6 | -9
COc1cccc(NC(=S)N2CCN(c3ccc([N+](=O)[O-])cc3)CC2)c1
  -1.2 | -7 | -4
CC(C)C[C@H]1CN(CCCC[C@@H]2CNC(=O)C(=O)N2CC2CCCCC2)C(=O)C(=O)N1CCC1CCCCC1
  0.9 | 11 | 5
CCn1c(-c2ccccc2)csc1=Nc1ccc(S(=O)(=O)O)cc1
  -0.1 | 1 | 15
C/C=C/c1ccc([C@H]2[C@@H](CO)N(C(=O)C3CCCC3)[C@H]2CNCCC)cc1
  -0.1 | -10 | -1
CCOc1ncccc1C(=O)Nc1ccc(-c2ccc3nnc(C)n3n2)cc1
  1.5 | -3 | 16
O=C(O)c1cccc(S(=O)(=O)Nc2ccccc2-c2ccccc2)c1
  2.8 | -5 | 3
Cc1ccc(OCCCSc2n[nH]c(N)n2)cc1
  0.2 | -18 | -8
NC(=O)CSc1nnc(-c2ccccn2)n1N
  -1.3 | -5 | -4
COc1ccc(-c2nc3c(-c4ccc(Cl)cc4)cnn3cc2C)cc1F
  -1.3 | -2 | -9
CCOC(=O)Cc1ncccc1C(=O)Nc1ccc(Oc2ccccc2)cc1
  -3.2 | -3 | -14
CC(C)(C)OC(=O)Nc1ccccc1-n1nnnc1C(C(=O)c1ccccc1)N1CCN(c2ccccn2)CC1 (centres undefined)
  1.6 | -8 | 3
CCc1ccc(C2CC3C(CN2S(=O)(=O)c2ccc(C)cc2)[C@@H](O)C[C@@H](c2ccc(CC)cc2)N3S(=O)(=O)c2ccc(C)cc2)cc1 (some centres undefined)
  -2.0 | 17 | 27
CN1CCCCC(NC(=O)c2ccc(Cl)cc2Cl)C1=O (centres undefined)
  0.7 | 6 | -1
COC(=O)C[C@H]1N(S(=O)(=O)c2ccc(C)cc2)C(C(C)C)CC1(C(=O)OC)C(=O)OC (some centres undefined)
  0.5 | -8 | 1
NNC(=S)NC1CCCCCCCCCCC1
  -0.5 | 8 | -10
COC(=O)[C@]12C[C@H](CC(=O)N3CCCC3)C(=O)N(Cc3ccc4c(c3)OCO4)C1=C[C@H](C(C)(C)C)O[C@@H]2C
  3.0 | -1 | -3
CCS(=O)(=O)c1ccc(C(=O)NC2CC2)c(Cl)c1Cl
  0.3 | 1 | 6
Cn1c(-c2ccccc2)c[n+]2c1-c1ccccc1C2
  2.3 | -10 | 5
Cc1[nH]c2ccccc2c1CC(=O)Nc1ccc(N(C)c2cccnc2)c(-c2ccc(F)c(F)c2)c1
  -1.5 | -9 | -5
CCCCN(C(=O)C1CCCC1)C1CCS(=O)(=O)C1 (centres undefined)
  0.2 | 4 | 22
Cn1c2ccccc2c2cnn(CC(=O)Nc3ccccc3Br)c(=O)c21
  -1.9 | 2 | 23
Fc1cc(F)cc(NC(=S)N2CCN(c3ncccn3)CC2)c1
  3.8 | 7 | -1
CC(=O)c1ccc(NC(=S)N2CCCC(C(F)(F)F)C2)cc1 (centres undefined)
  1.1 | -5 | 0
O=C(Nc1c(-c2ccccc2)[nH][nH]c1=O)c1cnccn1
  -0.4 | -7 | 10
Cc1cccc(C)c1-n1cccc1/C=C1/C(=N)N2C(=NC1=O)SN=C2S(C)(=O)=O
  -3.7 | 0 | -19
Cc1cc(=O)[nH]c(N/N=C/c2ccc(O)c(O)c2)n1
  -2.4 | -2 | 17
COc1ccc(CN=C(Nc2ccccc2)SC2CC(=O)NC2=O)cc1 (centres undefined)
  0.8 | -5 | 1
O=C(COc1ccccc1)Nc1ccc(F)cc1
  2.2 | -3 | 4
COc1ccccc1N(C)S(=O)(=O)c1ccc(C(=O)OCC(=O)N2CCCCCC2)cc1
  0.9 | -6 | -13
CCOC(=O)c1c(NC(=O)CC2SC(N)=NC2=O)sc(C)c1C (centres undefined)
  2.0 | 5 | 10
O=C(CNC1CCCCC1)NCC1(c2ccccc2)CCCC1
  0.9 | -1 | -48
CN(C)CCCNC(=S)Nc1ccc(Oc2ccccc2)cc1
  -1.5 | 5 | -12
NC(=O)Cn1cc(C(=O)COc2ccccc2)c2ccccc21
  -3.8 | -20 | 6
C=CCc1ccccc1OCCNCCCOC
  3.2 | 7 | 9
CSC(=S)N/N=C/c1ccc(Br)cc1
  3.7 | -2 | 3
COC(=O)[C@]12CCCCC=C1N(Cc1cccc3ccccc13)C(=O)[C@H](CC(=O)NCCC(C)C)C2
  -0.1 | -2 | 9
O=C(Nc1ccc(S(=O)(=O)NC2=NCCCCC2)cc1)c1ccc(C(F)(F)F)cc1
  -1.7 | 3 | -32
O=C(O)C1CC2CCC1CC2 (centres undefined)
  3.4 | 2 | 3
Cc1ccc(S(=O)(=O)n2c([N+](=O)[O-])cnc2C)cc1C
  0.6 | 8 | 4
CC(C)(C)NCCOc1ccc2ccccc2c1
  4.9 | -4 | -18
CN(C)/C=C/C(=O)c1ccc(F)cc1F
  0.5 | -3 | -4
CCc1ccc(NC(=S)N(Cc2ccc(Cl)cc2)Cc2ccc(C(=O)O)cc2)cc1
  0.2 | -3 | -11
O=C(CN1CCN(Cc2ccccc2)CC1)N/N=C\C=C/c1ccco1
  -4.8 | 1 | 5
Nc1ccc(-c2nc3ccc([N+](=O)[O-])cc3[nH]2)cc1
  3.0 | 4 | -9
COCCCNC(=O)c1ccccc1-c1cc(C)no1
  -2.6 | 1 | -6
Cc1ccc(CC(=O)NCc2cccnc2)cc1
  0.5 | 2 | -20
Cc1ccc(Oc2nc3c(c(=O)n(C)c(=O)n3C)n2C)cc1C
  -5.0 | -2 | 0
CC(=O)C1=C(O)CC(c2ccccc2)CC1=NCCc1ccccc1 (centres undefined)
  -2.9 | 8 | 23
CC(=O)Oc1ccc2c(=O)c(-c3nc4ccccc4s3)coc2c1
  0.0 | -6 | -5
COP(=O)(OC)c1nc(-c2cccc3ccccc23)oc1NCCc1ccccc1
  -1.8 | 1 | -11
Cc1ccc(NC(=O)CCC(=O)NNC(=S)Nc2ccccc2)c(C)c1
  0.7 | 2 | 11
Brc1ccc(-c2noc(-c3ccccn3)n2)o1
  -1.8 | -17 | 1
Cn1cccc1/C=N/NC(=O)c1cccc(OC(F)(F)C(F)F)c1
  -2.7 | 1 | -1
CCOC(=O)CSc1n[nH]c(=S)s1
  -0.7 | -3 | 2

(further entries)
Second line of a record – F508del corr | FN deposit inh | GSIS activator
Cc1ccc(NC(=O)Cn2cnc3c(nnn3Cc3ccc(F)cc3)c2=O)cc1
  2.4 | 2 | 3
CCN(CC(=O)Nc1c(F)cccc1F)C(=O)CCc1c[nH]c2ccccc12
  -0.2 | 0 | 10
O=C1c2ccccc2C(c2nnnn2-c2ccc3c(c2)OCCO3)N1CCOc1ccccc1 (centres undefined)
  -2.5 | 2 | -6
COc1ccc(CN2CCNC(=O)C2CC(=O)N(C)Cc2ccon2)cc1OC (centres undefined)
  1.1 | 3 | 5
Clc1ccc(-c2nc3c4ccccc4ccn3c2CC2CCCCC2)cc1
  -1.3 | -1 | 14
COc1ccc(-c2cc(=O)c3cccc(CC(=O)O)c3o2)cc1
  -2.0 | 2 | 19
COc1cc(SC)ccc1C(=O)Nc1nc(C)cs1
  -1.4 | 0 | -4
CCC(C)NC(=O)COC(=O)Cc1sc(N)nc1-c1ccc(C)cc1 (centres undefined)
  0.9 | -21 | 4
O=C(Nc1ccc(S(=O)(=O)NCc2ccco2)cc1)C1CCCCC1
  -0.5 | -4 | 21
CC1CC(C)(C)NC(=S)N1CC(=O)NCc1ccccc1Cl (centres undefined)
  1.4 | 7 | 9
O=C(CCC(=O)Nc1ccccc1Cl)NNC(=O)c1ccccc1[N+](=O)[O-]
  2.2 | 3 | 9
COc1cc([N+](=O)[O-])ccc1NC(=O)/C=C\C(=O)O
  -1.2 | 4 | -8
CC(C)(C)C(=O)Cn1ncc(Cl)c(Cl)c1=O
  2.4 | 9 | -16
Cc1nc2ccc(NC(=O)NC(=O)c3c(Cl)cccc3Cl)cc2o1
  -2.5 | 1 | 9
C/C(=N\Nc1ccccc1)c1cc2ccccc2oc1=O
  3.5 | 4 | 4

Already shown: 7 of the compounds above.
Second line of a record – F508del corr | FN deposit inh | GSIS activator
COc1ccc(-c2cc(=O)c3cccc(CC(=O)O)c3o2)cc1
  -2.0 | 2 | 19
COc1cc(SC)ccc1C(=O)Nc1nc(C)cs1
  -1.4 | 0 | -4
CCC(C)NC(=O)COC(=O)Cc1sc(N)nc1-c1ccc(C)cc1 (centres undefined)
  0.9 | -21 | 4
O=C(Nc1ccc(S(=O)(=O)NCc2ccco2)cc1)C1CCCCC1
  -0.5 | -4 | 21
CC1CC(C)(C)NC(=S)N1CC(=O)NCc1ccccc1Cl (centres undefined)
  1.4 | 7 | 9
O=C(CCC(=O)Nc1ccccc1Cl)NNC(=O)c1ccccc1[N+](=O)[O-]
  2.2 | 3 | 9
COc1cc([N+](=O)[O-])ccc1NC(=O)/C=C\C(=O)O
  -1.2 | 4 | -8

Additional compounds follow.
Second line of a record – F508del corr | FN deposit inh | GSIS activator
COc1ccccc1CNC(=O)c1cc2c(=O)[nH]c3ccccc3c2n1C
  -1.6 | -2 | -4
O=C(/C=C/c1ccccc1[N+](=O)[O-])NCc1ccc(Cl)cc1
  -2.5 | 9 | -1
CN(c1cccnc1)c1ccc(NC(=O)Cc2cn(Cc3ccccc3)c3ccccc23)cc1Br
  0.1 | 2 | -32
CN(C(=O)COC(=O)CCC(=O)c1ccccc1)c1c(N)n(Cc2ccccc2)c(=O)[nH]c1=O
  0.3 | 1 | 21
Cc1onc(-c2ccccc2Cl)c1C(=O)NC(=S)Nc1ccc(C(C)C)cc1
  2.3 | 6 | 3
Cc1ccc(NS(=O)(=O)c2cccc(C(=O)N3CCCCC3)c2)cc1
  1.0 | 6 | -9
CCSc1n[nH]c(=S)s1
  -1.7 | -23 | -1
COCCN=c1scc(C)n1/N=C/C1CC2C=CC1C2 (centres undefined)
  -6.3 | 6 | -1
O=C(CCc1nc2sc3c(c2c(=O)[nH]1)CCCC3)Nc1cccc(Cl)c1
  -2.6 | 3 | -13
CC(C)(C)n1nnnc1C(c1ccccc1)N1CCCN(Cc2ccc(F)cc2)CC1 (centres undefined)
  2.4 | 9 | -33
CN1CCN(/N=C/c2ccc(-c3ccc([N+](=O)[O-])cc3)o2)CC1
  -0.3 | -5 | 9
O=C(COC(=O)c1ccc([N+](=O)[O-])s1)Nc1ccc(Cl)cn1
  -2.0 | -4 | -3
COc1ccc(-c2cc(C(F)F)n3ncc(C(=O)Nc4ccc(C(=O)N5CCOCC5)cc4)c3n2)cc1
  -2.2 | -2 | 10
CCC(=O)c1ccc(OCC(=O)OCC(=O)c2cc(C)n(C3CC3)c2C)cc1
  -0.2 | -9 | 31
CCOC(=O)c1nc(C)n(-c2cc(OC)c(Cl)cc2Cl)n1
  -0.1 | -2 | 12
O=C(Cn1ccc([N+](=O)[O-])n1)c1ccccc1
  -0.8 | -2 | -6
CCOC(=O)CCC(NC(=O)CC(=O)NC(CCC(=O)OCC)C(=O)OCC)C(=O)OCC (centres undefined)
  -5.0 | -1 | -4
C[C@H](c1ccccc1)N1C[C@@H](COCc2ccccc2)Oc2cccc(Oc3ccc(C(C)(C)C)cc3)c2S1(=O)=O
  -2.2 | -8 | 6
CCC(CC)C(=O)c1c[nH]c(C(=O)NN)c1
  -5.9 | -5 | 1
Cc1cc(-c2cn3ccccc3n2)c(C)n1-c1ccccc1
  3.9 | -3 | -5
Cc1[nH]c2ccc(C(=O)OC(C)C(=O)NC3(C#N)CCCCC3)cc2c1C (centres undefined)
  -3.6 | 8 | -21
Cc1ccc(C(=O)NCC(=O)OCC(=O)NC(C)c2ccccc2)s1 (centres undefined)
  15* | -6 | -11
COc1ccccc1C/C(N)=N/OC(=O)COc1ccc(C)cc1
  3.1 | 4 | -5
COc1ccc(C=Cc2ccc3ccccc3n2)c(OC)c1
  0.4 | 2 | -33
Cc1ccc(S(=O)(=O)N2CCCCC2CCNC(=O)C(=O)NCc2ccncc2)cc1 (centres undefined)
  2.9 | 6 | -1
CCOC(=O)N1CCN(C(C(=O)NC2CCCC2)c2ccco2)CC1 (centres undefined)
  -0.2 | 3 | 31
Cc1ccc(NC2c3ncccc3C(=O)N2Cc2cccs2)cc1 (centres undefined)
  0.4 | 1 | 5
CCN1CCN(C(c2ccccc2)c2nnnn2C(C)(C)C)CC1 (centres undefined)
  -1.6 | 1 | 3
COc1ccc(-n2c(CN3CCN(c4ccccc4)CC3)nc3ccc([N+](=O)[O-])cc3c2=O)c(OC)c1
  4.4 | 20 | -17
Cc1ccc(S(=O)(=O)NCCC(=O)OCC(=O)N(Cc2ccccc2)C(C)(C)C)cc1
  -1.5 | -11 | -8
NC1(N2SC(S)=C3CCCC=C32)CCCCC1
  -3.1 | 6 | 7
CCc1c(C)sc(NC(=S)Nc2cccnc2)c1C(=O)OC
  -1.7 | -15 | -9
O=C(CN1CCSCC1)N/N=C/c1cccc(Cl)c1
  0.5 | -1 | 10
